# GalR3 antag – antagonists of human GalR3 | O60755 | HEK293 GalR3-CNG cAMP membrane potential fluorescence; galR3 body fused to GalR1 C-terminus | inhibition, % at 3 µM | hit rate 0.44% among 360,000;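 active = inhibition above the screen-wide average plus 3 SD, cut at about 13% in these data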;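 also: forskolin and galanin both at EC90 stimulate the cells; cAMP rise reported by CNG channel membrane potential dye signal; 0% = forskolin plus galanin with DMSO and 100% = forskolin alone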
# Target sequence (O60755 1-299 limits assumed): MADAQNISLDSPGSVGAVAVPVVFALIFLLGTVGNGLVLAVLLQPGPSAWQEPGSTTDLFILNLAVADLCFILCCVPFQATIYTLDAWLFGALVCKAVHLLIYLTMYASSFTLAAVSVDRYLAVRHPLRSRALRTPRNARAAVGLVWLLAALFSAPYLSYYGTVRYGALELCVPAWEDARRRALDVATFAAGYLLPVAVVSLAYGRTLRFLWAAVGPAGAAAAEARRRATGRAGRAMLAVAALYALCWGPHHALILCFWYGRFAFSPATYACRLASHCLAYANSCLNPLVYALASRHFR
# MEKK2mut PB1 HTS – signal of MEK5 binding to mutant human MEKK2 PB1 domain; bead flow cytometry, Alexa488-MEK5 binding to MEKK2 mutant; percent response, % at 10 µM; hit rate 0.35% among 290,000; AID 1530; in the data active = percent response above about 24%, passing the limit was not always enough; also: inactives centre near 1; some results filed as inactive read as strong as hits; reference of the scale not given here
# UBC9 SUMO inh – blocks human SUMOylation mediated by UBC9 | HTRF SUMOylation assay, SAE1/SAE2 + UBC9, in vitro | hit rate 0.36% among 290,000 | inhibition, % at 35 µM | AID 2006 | P63279; in the data active = inhibition above about 50%, passing the limit was not always enough; inconclusive = no clear call, values can overlap the other calls; also: strong numbers were not always called active
# Target sequence (P63279 whole entry, looked up): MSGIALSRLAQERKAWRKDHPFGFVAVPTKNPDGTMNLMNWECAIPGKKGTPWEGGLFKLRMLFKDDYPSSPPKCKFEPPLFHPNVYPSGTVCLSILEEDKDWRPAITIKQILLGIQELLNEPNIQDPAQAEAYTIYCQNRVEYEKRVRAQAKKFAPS
# MEKK2 WT-MEK5 – raises or lowers MEK5 binding to wildtype human MEKK2 PB1 domain; bead flow cytometry, Alexa488-MEK5 binding to MEKK2 WT; actives lie on both sides; hit rate 1.1% among 290,000; binding response (% of control), % at 10 µM; Q9Y2U5; in the data active = binding response below about 67% or above about 130%; inconclusive = no clear call, values can overlap the other calls; inactive = in between
# HCV NS3 hel inh – inhibitors of Hepatitis C virus NS3 helicase; NS3 helicase DNA unwinding, Cy5 molecular beacon fluorescence; inhibition, % at 10.9 µM; hit rate 0.56% among 290,000; AID 1800;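 active = inhibition above the mean of all tested compounds plus 3 SD, set per campaign, cut at about 35% in these data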;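 also: 0% = DMSO wells and 100% = thioflavine S control wells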
#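 Test system: hepatitis C virus NS3 helicase domain fragment enzyme. Also added: annealed dual-labelled DNA beacon duplex, ATP-started. Timing: 60 min unwinding reaction at 25 °C after ATP addition. Technique: Cy5 fluorescence. Measure: % inhibition of unwinding.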
# MEKK3 PB1 HTS – modulators (inhibitors or enhancers) of MEK5 binding to human MEKK3 PB1 domain; Q99759; bead-based flow cytometry, Alexa488-MEK5 binding to MEKK3; actives lie on both sides; 0 = blocked by unlabeled MEK5, 100 = vehicle; binding response (% of control), % at 10 µM; hit rate 1.4% among 290,000;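 active = binding response more than 3 SD above or below the average of its plate-row segment, actives on both sides; inconclusive = wells at one plate position flagged as instrument error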;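 also: Alexa488 bead fluorescence after subtracting the streptavidin-only scavenger bead signal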
# Target sequence (Q99759 whole entry, looked up, the tested form may be a part): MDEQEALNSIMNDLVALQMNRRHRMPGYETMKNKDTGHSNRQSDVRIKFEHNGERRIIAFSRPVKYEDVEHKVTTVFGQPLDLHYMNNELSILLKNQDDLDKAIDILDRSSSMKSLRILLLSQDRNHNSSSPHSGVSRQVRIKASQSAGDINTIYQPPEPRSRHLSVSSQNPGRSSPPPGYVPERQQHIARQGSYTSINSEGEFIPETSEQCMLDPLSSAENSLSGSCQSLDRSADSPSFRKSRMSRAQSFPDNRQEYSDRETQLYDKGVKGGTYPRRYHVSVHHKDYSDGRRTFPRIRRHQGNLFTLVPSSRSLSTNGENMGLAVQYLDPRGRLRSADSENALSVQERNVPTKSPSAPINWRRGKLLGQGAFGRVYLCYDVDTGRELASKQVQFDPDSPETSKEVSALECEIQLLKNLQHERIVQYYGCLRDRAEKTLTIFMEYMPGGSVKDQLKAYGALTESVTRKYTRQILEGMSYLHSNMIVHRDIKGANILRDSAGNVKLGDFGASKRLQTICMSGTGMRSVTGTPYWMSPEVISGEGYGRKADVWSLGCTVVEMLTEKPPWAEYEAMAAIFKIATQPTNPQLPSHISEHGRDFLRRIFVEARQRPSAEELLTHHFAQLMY
# CRFBP-R2 block – blocks CRF-induced signaling of the CRF-BP/CRF-R2 complex; hit rate 0.59% among 350,000; inhibition, % at 11.8 µM; HEK293 CRF-R2/CRF-BP, CRF-induced calcium fluorescence;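 active = inhibition of the ligand-induced calcium signal above about 50% at the single tested concentration, limit read from the data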
# FID counter – counter-screen for HCV NS3 helicase inhibitors: DNA intercalator displacement; DNA fluorescent intercalator displacement, fluorescence; inhibition, % at 7.9 µM; hit rate 0.17% among 290,000; in the data active = inhibition above about 37%;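 also: 0% = vehicle and 100% = reference compound; higher means more ethidium bromide displaced from hairpin DNA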
# CRFR2-BP ag – CRF-BP/CRF-R2 complex agonism. HEK293 CRF-R2/CRF-BP, calcium dye fluorescence (FLIPR); percent of saturating CRF peptide response. hit rate 0.46% among 350,000. activation, % at 13.2 µM. AID 588473;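 active = activation of at least 50%, plus an integration ratio under a set limit after plate pattern correction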;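 also: plate controls were neutral control wells without compound for no effect and CRF at EC100 for full effect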
# * hit, by the source's call; ? = inconclusive; · = not tested or not shown; & = joins results of further samples; [ ] = remark or other dose.
# Start of the data: the first 7 records, ahead of the listing:
SMILES,GalR3 antag,MEKK2mut PB1 HTS,UBC9 SUMO inh,MEKK2 WT-MEK5,HCV NS3 hel inh,MEKK3 PB1 HTS,CRFBP-R2 block,FID counter,CRFR2-BP ag
CC(=O)Nc1ccc(NC(=O)c2nc(S(=O)(=O)Cc3ccccc3)ncc2Cl)cc1,-6,4,9,104,-3,105,35,-6,1.2
S=c1nc(-c2ccccc2)n(-c2ccccc2)[nH]1,-10,3,5,103,8,102,-2,-5,0.6
O=C1CCC/C1=c1\s/c(=C\c2cccnc2)c(=O)n1-c1ccccc1,-3,5,-3,99,-2,100,14,-6,-1.7
O=C(COc1ccc(Br)cc1Cl)Nn1cnnc1,-5,-10,11,91,-8,92,13,-4,-2.5
Cc1ccc(S(=O)(=O)N(C)Cc2ccc(C(=O)N/N=C/c3ccc(OC(F)F)cc3)cc2)cc1,-1,-2,13,99,5,102,20,-8,8.4
COc1ccc(CCNC(=O)c2cnn3ccccc23)c(OC)c1OC,3,11,2,114,7,107,18,-15,1.2
O=C(c1cccc([N+](=O)[O-])c1)c1ccc2c(c1)OCCOCCOCCOCCO2,5,18,1,103,-3,107,-11,-18,-1.0

# The whole of this part, from the start:
SMILES,GalR3 antag,MEKK2mut PB1 HTS,UBC9 SUMO inh,MEKK2 WT-MEK5,HCV NS3 hel inh,MEKK3 PB1 HTS,CRFBP-R2 block,FID counter,CRFR2-BP ag
CC(=O)Nc1ccc(NC(=O)c2nc(S(=O)(=O)Cc3ccccc3)ncc2Cl)cc1,-6,4,9,104,-3,105,35,-6,1.2
S=c1nc(-c2ccccc2)n(-c2ccccc2)[nH]1,-10,3,5,103,8,102,-2,-5,0.6
O=C1CCC/C1=c1\s/c(=C\c2cccnc2)c(=O)n1-c1ccccc1,-3,5,-3,99,-2,100,14,-6,-1.7
O=C(COc1ccc(Br)cc1Cl)Nn1cnnc1,-5,-10,11,91,-8,92,13,-4,-2.5
Cc1ccc(S(=O)(=O)N(C)Cc2ccc(C(=O)N/N=C/c3ccc(OC(F)F)cc3)cc2)cc1,-1,-2,13,99,5,102,20,-8,8.4
COc1ccc(CCNC(=O)c2cnn3ccccc23)c(OC)c1OC,3,11,2,114,7,107,18,-15,1.2
O=C(c1cccc([N+](=O)[O-])c1)c1ccc2c(c1)OCCOCCOCCOCCO2,5,18,1,103,-3,107,-11,-18,-1.0
CCSC1=C(C#N)C(c2ccc(Cl)cc2)C2=C(CCCC2=O)N1 (stereo unspecified),-5,-6,26,91,-21,99,-18,2,0.4
COC(=O)c1[nH]c2cccc(Cl)c2c1NC(=O)CN1CCN(CCO)CC1,-4,-6,-9,91,6,85,-6,-1,0.0
Nn1cc(-c2ccccc2)nc1SCC(=O)N1CCN(S(=O)(=O)c2ccc(Cl)cc2)CC1,-3,1,8,104,-4,95,-17,-26,0.2
COc1cccc(C(=O)NCC(=O)N/N=C/c2cn[nH]c2-c2ccccc2)c1,-3,1,8,110,-15,108,29,15,-0.7
O=C(NCCO)c1cc2c(s1)CCC2,-1,3,-1,102,13,98,16,-2,1.8
Cc1cc2ccccc2n1CCNC(=O)c1ccc(Br)o1,·,8,-6,99,12,47*[inhibitor],6,-13,1.0
CCOC(=O)c1cccc(NC(=O)CN(C)S(=O)(=O)c2cnc[nH]2)c1,-2,2,16,104,0,102,5,-8,0.4
C=CCNCC(=O)NN=C(c1ccccc1)c1ccccc1,0,-3,1,100,1,103,-7,3,1.1
Cn1c(=O)c(=O)n(C)c2cc(N3CCCC3)c(NS(=O)(=O)c3ccc(Cl)cc3)cc21,3,0,32,93,-4,97,0,-4,-0.6
O=C(NC1CC2CCC(C1)N2Cc1ccccc1)c1cccc(F)c1 (stereo unspecified),-7,2,7,107,-6,103,-7,4,1.8
NNc1nc(N)c2c(n1)-c1ccccc1CC21CCCC1,-5,19,25,112,-14,99,-27,-12,-1.2
COc1ccccc1C1C2=C(N=C3SCC(=O)N31)c1ccccc1CC2 (stereo unspecified),5,8,14,106,15,106,5,6,-3.1
O=C(CS(=O)CC(=O)NC12CC3CC(CC(C3)C1)C2)Nc1ccc(F)cc1 (stereo unspecified),-7,0,-3,105,-5,107,-9,-19,-1.4
C=CCNC(=O)c1c(-c2c(F)cccc2Cl)noc1C,·,1,0,101,2,97,-12,2,1.2
CC(=O)c1ccc(Sc2nnnn2-c2ccccc2)c([N+](=O)[O-])c1,-4,3,6,101,-13,97,18,1,-2.4
CC1(C)CC(=O)C2=C(C1)C(c1cn(-c3ccccc3)nc1-c1ccccc1)C(C#N)=C(N)O2 (stereo unspecified),-6,9,-2,107,6,103,18,-11,-1.2
Cc1cc(C)c(N2CCN(S(=O)(=O)N3CCCCCC3)CC2)c(C)c1,5,6,-10,110,-5,107,-39,-13,35
CCN(c1ccccc1)S(=O)(=O)c1ccc(C(=O)N(CCCN(C)C)c2nc3c(C)cccc3s2)cc1,0,20,5,154*,-40,103,-24,37*,18
# Next part:
SMILES,GalR3 antag,MEKK2mut PB1 HTS,UBC9 SUMO inh,MEKK2 WT-MEK5,HCV NS3 hel inh,MEKK3 PB1 HTS,CRFBP-R2 block,FID counter,CRFR2-BP ag
CCc1nc2ccccc2c(=O)n1NCCc1ccccc1,-7,2,-2,99,2,99,-3,-18,-0.2
O=C(CCCC1=NS(=O)(=O)c2ccccc2N1)N1CCN(c2ccc(Cl)cc2)CC1,4,-5,-14,95,-5,96,-9,-19,-0.4
CC1CC(=O)c2cnc(Nc3ccccc3)nc2C1 (stereo unspecified),1,5,20,105,1,102,-7,-7,-2.3
O=C(NCc1ccco1)c1ccc(=O)[nH]n1,-2,-11,29,90,8,82*[inhibitor],8,-5,-1.4
O=C(Nc1ccc(-n2cnnn2)cc1)C(c1ccccc1)c1ccccc1,-8,-4,18,91,9,99,-8,-5,-1.7
O=[N+]([O-])c1cc(CN2CCN(c3cccc(C(F)(F)F)c3)CC2)c2cccnc2c1O,-11,-2,86,88,17,98,-15,-6,-0.1
O=C(O)c1cc(N2N=C(C(F)(F)F)/C(=C/C=C/c3ccco3)C2=O)ccc1Cl,0,-11,?,92,61*,97,4,13,4.8
Cc1cc(C)c(NC(=S)N(C)C)cc1C,-5,1,16,102,7,97,14,-3,-5.6
CN(C)C(=O)NC(Nc1cccc([N+](=O)[O-])c1)C(Cl)(Cl)Cl (stereo unspecified),-5,-10,-6,90,0,97,19,-6,-3.2
Fc1ccc(-c2n[nH]c(=S)c3ccccc23)cc1,-3,-12,-16,87,2,100,17,-16,-1.9
CCCC(=O)Nc1sc(C)c(-c2ccc(C(C)CC)cc2)c1C#N (stereo unspecified),·,-1,11,98,8,97,-2,2,0.6
Cc1cc(C(=O)N/N=C/c2c3ccccc3cc3ccccc23)n[nH]1,-2,-4,10,87,5,97,14,-28,-1.2
C[C@]12C=CC(=O)C=C1CC[C@@H]1[C@@H]2[C@@H](O)C[C@@]2(C)[C@H]1CC[C@]2(O)C(=O)CO,·,3,8,104,-14,101,-1,-5,1.3
COCCCNC(=S)N1CCN(c2nc(C)nc3sc4c(c23)CCCC4)CC1,-2,1,5,105,-12,107,-9,-44,0.8
CN(C)c1ccc(/C=C2\SC(N3CCCCC3)=NC2=O)cc1,-9,6,12,110,11,111,-59,-29,51*
O=C(NCc1cccnc1)c1cccnc1-c1nc2ccccc2s1,-5,-3,10,99,-2,98,-6,-3,0.7
Cc1ccc(CN2C(=O)N/C(=C/c3cc(C)n(-c4ccccn4)c3C)C2=O)cc1,-4,-1,7,94,-9,119,-3,-14,1.4
CCC(NC(=O)NCCCn1ccnc1)(C(F)(F)F)C(F)(F)F,-3,5,5,100,-4,100,-9,-2,0.5
CC1(C)C2CC=C(/C=N/NC(=O)c3ccccc3Br)C1C2 (stereo unspecified),-8,16,0,98,4,109,-3,-1,2.5
CCc1nnc(NC(=O)CCC(=O)N2CCN(C3c4ccccc4-c4ccccc43)CC2)s1,-3,-1,0,99,1,99,-19,-5,-2.5
N#CCNC(=O)C1CC(=O)N(CCc2ccc(F)cc2)C1 (stereo unspecified),-13,2,7,107,-1,107,8,-2,-1.0
COc1ccc(CCNC(=O)Cn2c(=O)n(CC3CCCO3)c(=O)c3cc(OC)c(OC)cc32)cc1OC (stereo unspecified),-1,1,12,102,-5,107,-6,-15,0.5
O=C(c1ccc(OCCN2CCCCC2)cc1)c1c(-c2ccc(O)cc2)sc2cc(O)ccc12,-3,28*,·,201*,·,111,-42&-44,·,-1.3&8.6
COc1cc(Cl)c(C)cc1NC(=O)CCCn1c(=O)oc2ccccc21,-5,-2,8,99,5,97,-2,-24,0.3
Cc1ccc(/C=N/NC(=O)c2cccc(S(=O)(=O)N3CCOCC3)c2)o1,-2,-4,12,97,23,104,-2,-1,-1.7

# Three structures already listed, arranged by count of non-hydrogen atoms, ascending.
SMILES,GalR3 antag,MEKK2mut PB1 HTS,UBC9 SUMO inh,MEKK2 WT-MEK5,HCV NS3 hel inh,MEKK3 PB1 HTS,CRFBP-R2 block,FID counter,CRFR2-BP ag
O=C(NCc1ccco1)c1ccc(=O)[nH]n1,-2,-11,29,90,8,82*[inhibitor],8,-5,-1.4
COc1cc(Cl)c(C)cc1NC(=O)CCCn1c(=O)oc2ccccc21,-5,-2,8,99,5,97,-2,-24,0.3
Cc1ccc(CN2C(=O)N/C(=C/c3cc(C)n(-c4ccccn4)c3C)C2=O)cc1,-4,-1,7,94,-9,119,-3,-14,1.4

# New compounds follow
SMILES,GalR3 antag,MEKK2mut PB1 HTS,UBC9 SUMO inh,MEKK2 WT-MEK5,HCV NS3 hel inh,MEKK3 PB1 HTS,CRFBP-R2 block,FID counter,CRFR2-BP ag
CCOc1ccccc1NC(=O)CCN1CCN(S(=O)(=O)c2ccc(OC)cc2)CC1,-1,·,6,·,-7,·,-16,-2,-1.0
COc1ccccc1N=C1NC(=O)/C(=C/c2ccc(N(C)C)cc2)S1,-12,-1,-4,84,-2,99,-86,-22,79*
CC(C)OCCCn1c(=O)c2ccccc2n2c(CCC(=O)NC3CCN(Cc4ccccc4)CC3)nnc12,2,-2,8,105,11,105,28,7,0.8
Cc1ccc(C(=O)O)cc1NC(=S)NC(=O)C(c1ccccc1)c1ccccc1,-2,1,24,100,16,99,10,-32,0.5
Cc1nc2cc(C(=O)O)ccc2n1-c1ccccc1,4,7,12,106,0,101,-4,3,0.1
Nc1c(S(=O)(=O)c2cccc(Cl)c2)c2nc3ccccc3nc2n1/N=C/c1ccc(O)c(O)c1,·,-9,21,101,11,109,·,8,·
N=c1c(C(=O)NC2CCCC2)cc2c(=O)n3ccccc3nc2n1CCN1CCOCC1,-2,7,45,103,4,100,6,-5,-0.4
O=C(COC(=O)c1cc([N+](=O)[O-])ccc1N1CCOCC1)Nc1cccc(F)c1,1,3,-14,98,30,97,-12,4,-0.1
Fc1ccc(-c2nc(-c3cccs3)[nH]c2-c2ccc(F)cc2)cc1,0,-2,-17,102,-11,95,-1,-1,1.7
COc1ccc(NC(=O)NN2CCN(C)CC2)c(OC)c1,-2,7,-2,107,0,101,7,-3,1.1

# Only part of the results is shown. The share of hits here may be higher or lower than overall.
